Mito fusion act – inhibitors of mitochondrial division or activators of mitochondrial fusion; S. cerevisiae fusion-defective mutant growth rescue, CellTiterGlo 48 h; Potency, µM (titrated, usually from 46.1 µM), for inactives: at the top dose growth rescue (activation), usual class: activators; hit rate 0.23% among 320,000; AID 485298;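 also: potency is read from the fitted curve at half-maximal effect; % of control where 0% means no effect; nearly all actives have a fitted effect of over 45% in size; temperature-sensitive fusion mutants such as fzo1-1 at 37 °C on non-fermentable ethanol glycerol medium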
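Luminescent cell viability in 1536-well qHTS format served as the measure of rescued growth in ts fusion-mutant S. cerevisiae cultured on non-fermentable YPEG for 48 hours at 37C.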
A-T KAP1 phos – candidate therapy for ataxia-telangiectasia. […] A-T fibroblasts, KAP-1 phosphorylation AlphaLISA; neocarzinostatin DNA damage 30 min before lysis. Potency, µM (highest dose often 57.5 µM), without a hit: at the top dose activation, most hits filed as activators. hit rate 0.19% among 320,000. AID 485349; also: potency is read from the fitted curve at half-maximal effect; % of control where 0% means no effect; nearly all actives have a fitted effect of over 45% in size
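hTERT-immortalized A-T patient fibroblasts ([…]), 500 cells/well in OPTI-MEM, 1% FBS, got compounds for 60 min, then NCS for 30 min at 37C. Lysates were then assayed for phospho-KAP-1 by AlphaLISA (anti-pKAP1 donor, anti-KAP1 acceptor beads), 6 hr at 25C.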
USP2a block – USP2a (human) protease inhibition | O75604 | USP2 core, Ub-CHOP2 coupled fluorogenic reporter, 485/531 | Potency, µM (doses to about 38.3 µM), without a hit: at the highest dose activity change, negative = inhibition, actives largely listed as inhibitors | hit rate 0.01% among 330,000;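 also: potency is read from the fitted curve at half-maximal effect; plate controls were DMSO wells for no effect and full inhibition by NEM control for full effect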
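Cell-free coupled assay: 10nM USP2 core preincubated 30min RT with compound in Tris-HCl pH 8.0/CaCl2/CHAPS buffer, then 25nM Ub-CHOP2 and 25nM reporter substrate; fluorescence (Ex 485/Em 531) read after 60min RT, normalized to NEM inhibition, concentration-response curves fitted.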
Eya2 inh – Eya2 (human) phosphatase inhibition; O00167; recombinant Eya2, OMFP fluorescence dephosphorylation (OMFP is methylfluorescein phosphate); Potency, µM (highest dose often 76.9 µM), for the others: at the top dose activity, negative = inhibition, most hits filed as inhibitors; hit rate 0.006% among 330,000; AID 488837; also: potency is read from the fitted curve at half-maximal effect; % is scaled to controls: 0 for no effect and ±100 for the full control effect
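Eya2 (0.2 uM) preincubated 10 min at ambient with compound, then OMFP substrate added at 50 uM; 10 min reaction in 50 mM HEPES pH 7.5, 50 mM NaCl, 5 uM MgCl2, 0.05% BSA, 1 mM DTT. Fluorescence read at Ex 485/Em 525 nm.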
hERG WT inh – KCNH2 (human, wildtype) channel inhibition. U2OS, BacMam KCNH2, thallium flux FluxOr; active compounds read low. AID 720551. hit rate 0.37% among 340,000. activity change, % at 1.84 µM;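 active = maximum activity change below -70%; inconclusive = maximum activity change between -70% and -50%; inactive = maximum activity change above -50%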; also: % is scaled to controls: 0 for no effect and ±100 for the full control effect
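U2OS cells were transduced with wild-type KCNH2 virus (2.03 x 10^8 / mL) for 4 h at room temperature, then cultured overnight at 37 C. Thallium flux was read with FluxOr dye. Rate constants were normalized to DMSO controls.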
KCNH2 3.1 inh – blocks the human KCNH2 3.1 channel isoform; U2OS KCNH2 3.1, thallium flux FluxOr; active compounds read low; activity change, % (tested at about 1.8 µM); hit rate 0.95% among 340,000;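 active = maximum activity change below -70%; inconclusive = maximum activity change from -70% to -50%; inactive = maximum activity change above -50%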;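 also: thallium influx rate constant from kinetic fluorescence after stimulation buffer; % is scaled to controls: 0 for no effect and ±100 for the full control effect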
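Kinetic fluorescence (2 min after stimulation buffer) measures Tl+ influx through KCNH2 3.1 expressed by viral transduction in U2OS cells; the rate constant is normalized against DMSO controls serving as positive and negative references.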
TRPV1 agonist – human TRPV1 agonism; activation, % at 8.33 µM; hit rate 0.19% among 320,000; Q8NER1; TRPV1-expressing cells, Fluo-8 calcium influx, agonist mode; AID 540275; in the data active = activation above about 80%; inconclusive = between about 30% and that limit; also: 0% is about no effect
Target sequence (Q8NER1 whole entry, looked up): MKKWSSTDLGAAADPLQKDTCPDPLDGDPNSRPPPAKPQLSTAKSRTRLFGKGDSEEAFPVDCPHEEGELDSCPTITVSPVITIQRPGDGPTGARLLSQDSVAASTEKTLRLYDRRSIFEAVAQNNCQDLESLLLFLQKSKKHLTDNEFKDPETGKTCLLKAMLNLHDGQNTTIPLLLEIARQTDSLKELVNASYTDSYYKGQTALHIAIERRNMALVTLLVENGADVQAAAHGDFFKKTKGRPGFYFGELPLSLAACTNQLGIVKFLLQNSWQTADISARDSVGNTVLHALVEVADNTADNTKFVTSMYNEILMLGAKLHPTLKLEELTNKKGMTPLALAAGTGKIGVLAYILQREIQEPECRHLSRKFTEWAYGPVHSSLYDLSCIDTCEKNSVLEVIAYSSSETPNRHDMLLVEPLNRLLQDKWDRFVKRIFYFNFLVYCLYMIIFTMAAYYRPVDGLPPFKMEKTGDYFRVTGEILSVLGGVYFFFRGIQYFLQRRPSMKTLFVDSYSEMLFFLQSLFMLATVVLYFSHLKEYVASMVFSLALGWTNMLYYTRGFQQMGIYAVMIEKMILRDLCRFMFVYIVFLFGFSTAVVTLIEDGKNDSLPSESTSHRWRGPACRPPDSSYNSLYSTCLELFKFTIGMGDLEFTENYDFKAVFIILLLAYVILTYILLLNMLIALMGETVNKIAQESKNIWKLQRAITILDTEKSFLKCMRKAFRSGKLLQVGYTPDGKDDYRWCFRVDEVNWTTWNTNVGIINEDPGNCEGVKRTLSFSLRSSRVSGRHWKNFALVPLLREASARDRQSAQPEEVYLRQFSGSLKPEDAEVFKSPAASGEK
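Fluo-8 calcium influx in TRPV1-expressing cells, kinetic read (ex 480/em 520 nm). Compound added and read 3 min for agonist activity, followed by capsaicin at EC20 final and 2 min further read for enhancement.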
TCR activator – T cell receptor activation. 330,000 tested, under 10 active. primary human leukocytes, anti-CD3, IL-2 HTRF, 48 h. AID 504894. Potency, µM (doses to about 9.22 µM), without a hit: at the top dose activation of IL-2 secretion, usual class: activators; also: % of control where 0% means no effect
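1) Mix primary human leukocytes, a-CD3 beads and compound. 2) Incubate 48 hr. 3) Add HTRF IL-2 reagents (a-IL-2-K, a-IL-2-d2).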
ELG1 repair inh – blocks ELG1-dependent DNA repair in HEK293T cells; hit rate 2.3% among 330,000; HEK293T ELG1-luciferase reporter, luminescence, 16 h; DNA damage induced by 5-fluorouridine; Potency, µM (doses to about 46.1 µM), for the others: top-dose activity change, negative = inhibition, actives largely listed as inhibitors; also: potency is read from the fitted curve at half-maximal effect; % is scaled to controls: 0 for no effect and ±100 for the full control effect; nearly all actives have a fitted effect of over 55% in size
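In this reporter screen, reduction of luminescence relative to DMSO vehicle indicated activity. Compounds and 5-fluorouridine were added together to 2,000 cells per well, incubated for 16 hr at 37 °C, then developed with ONE-Glo.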
TSHR antagonist – human thyrotropin receptor antagonism | TSHR-expressing cells, TSH-stimulated cAMP HTRF, 2 h; active compounds read low | activity change, negative = inhibition, % at 11.5 µM | hit rate 0.2% among 330,000 | AID 504810;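 active = activity change below a set negative limit, meaning inhibition stronger than a set level, cut at about -70% in these data; inconclusive = activity change between two set negative limits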; also: % is scaled to controls: 0 for no effect and ±100 for the full control effect
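Antagonism was scored as loss of TSH-driven cAMP in TSHR cells, stimulated with 4nM TSH (EC80) for 2 hours at 37 deg C and detected by homogeneous HTRF competition immunoassay.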
The depositor's hits bear a star; ? = inconclusive; . = no result given; [ ] = another dose, or the depositor's remark. Unless noted, calls follow the shape of the dose curve; as a rule, active = well fitted curve in the direction sought with a large enough effect; inconclusive = small, poorly fitted or top-dose-only effect, or another doubt; inactive = no such curve, though single readings can be large; an effect the other way counts as inactive or inconclusive. Some of the compounds tested (hit frequency here may not be typical).

SMILES	Mito fusion act	A-T KAP1 phos	USP2a block	Eya2 inh	hERG WT inh	KCNH2 3.1 inh	TRPV1 agonist	TCR activator	ELG1 repair inh	TSHR antagonist
CN(Cc1cn(C)nc1-c1ccc(Oc2ccccc2)cc1)Cc1cnc2ccccn12	-2%	3%	-1%	-6%	2	-32	2	4%	?	-14
CCOc1cc(/C=N/Nc2ncnc(Cl)c2N)ccc1O	-6%	-11%	3%	-20%	2	-7	0	-9%[46.1 µM]	?	1
COc1cc(/C=N/NC(=O)c2ccc(Cn3cc([N+](=O)[O-])cn3)o2)cc(Br)c1O	11%	0%	0%	-4%	-6	15	1	-2%	?	-7
COc1cccc(NC(=O)N2CCCC2C(=O)NC2CC2)c1 (centres undefined)	-3%	-1%	0%	-1%	-2	5	-2	2%	7%	-10
c1ccc(CSc2ncnc3c2cnn3-c2ccccc2)cc1	5%	9%	3%	-1%	3	6	-1	5%[46.1 µM]	?	-14
C=CCOC(=O)C1=C(C)OC(N)=C(C#N)C1c1c(C)nn(-c2ccccc2)c1Cl (centres undefined)	1%	0%	2%	-1%	1	-9	0	-1%	1%	-8
COc1cccc(-c2csc(N3CCN(C(=S)NCC(C)C)CC3)n2)c1	2%	-5%	-2%	-3%	12	1	6	0%	?	-13
CCC(=O)N1CCc2cc(S(=O)(=O)N3CCCCCC3)ccc21	-1%	7%	2%	7%	-2	20	1	5%	0%	24
CCCCCCn1c(=O)[nH]c2c(c1=O)CCC2	24%	-7%	4%	2%	4	-2	?	5%	0%	5
CC1=C(n2nnc([N+](=O)[O-])n2)C(c2cccnc2)C(C#N)=C(N)O1 (centres undefined)	-5%	7%	5%	9%	8	-7	1	3%[46.1 µM]	-17%	17
COc1ccc(C2c3ccc(O)cc3Oc3ncn(Cc4ccco4)c(=N)c32)cc1 (centres undefined)	-3%	-16%	5%	-2%	8	6	0	1%	-18%	-50
CCOC(=O)c1c(C)[nH]c(N=Nc2ccc(C)cc2)c1C	4%	1%	-3%	-4%	13	15	14	-5%	?	-19
O=C(OCc1nc2ccccc2s1)c1cccs1	6%	.	.	.	-3	-4	1	5%	.	.
COc1ccccc1N/C(N)=N/c1nc(CSc2nc3ccccc3s2)cc(=O)[nH]1	-2%	1%	1%	-12%	.	.	0	2%[46.1 µM]	-4%	2
CN(C)C(CNC(=O)c1oc2ccccc2c1CSc1ncn[nH]1)c1ccco1 (centres undefined)	3%	3%	0%	-3%	0	5	17	-9%	14%	-4
COc1ccc(C(CC(=O)NCc2ccccc2)C(C)C)cc1 (centres undefined)	4%	5%	2%	-2%	0	-1	10	-17%	-5%	-9
COC(=O)c1cc(Br)cn1S(=O)(=O)c1ccccc1	8%	-4%	2%	-3%	-4	-11	1	0%	0%	-11
CSc1nnc(-c2ccc(Cl)cc2Cl)o1	1%	9%	1%	6%	2	-12	2	-3%	?	1
O=C(N/N=C\c1ccc(Sc2ccccn2)o1)c1cccc(Br)c1	-14%	5%	-2%	3.2µM*	15	-11	-1	12%	-14%	-22
COc1ccc2[nH]c(C(=O)N3CCN(C)CC3)c(C)c2c1	8%	2%	1%	15%	16	-2	0	-27%	15%	4
Cc1cccc(C)c1NC(=O)CN1C(=O)S/C(=C\c2cccn2-c2cccc(C(=O)O)c2)C1=O	0%	-1%	1%	-1%	-10	0	-1	-14%	10%	-9
CCOC(=O)c1c(C)n(C)c2ccc(OC(C)C(=O)OC)cc12 (centres undefined)	13%	-3%	3%	10%	-2	7	0	0%	?	-1
COc1ccc(NC(=S)/N=C(\N)Nc2nc(C)c3ccccc3n2)cc1	-1%	-1%	0%	8%	3	-3	10	0%	?	-3
O=C(Nc1ccc2nc(-c3ccco3)c(-c3ccco3)nc2c1)N1CCCCCC1	1%	-3%	-6%	9%	8	-32	-1	.	?	-8
COc1ccc(Nc2ccc(S(=O)(=O)N3CCCCC3)cc2[N+](=O)[O-])cc1Cl	10%	-4%	-7%	16%	14	-25	6	-1%[46.1 µM]	-3%	-23
Clc1ccc(-c2nsc(N3CCOCC3)n2)c(Cl)c1	1%	-4%	3%	-1%	-4	-1	17	-2%	?	4
COc1cc(NC(=O)COc2ccccc2Cl)ccc1NC(=O)C(C)C	-3%	0%	1%	1%	13	-4	2	-2%	?	7
CCOC(=O)C1CCCN(c2oc(-c3ccc(OC)cc3)nc2C#N)C1 (centres undefined)	12%	-2%	0%	-9%	-2	10	21	3%	-4%	-14
O=C(c1ccccc1)N1CCN(CC(O)COc2cccc3ccccc23)CC1 (centres undefined)	-8%	10%	0%	-4%	-10	8	2	.	?	-9
Cc1cc(N2CCN(C(c3ccccc3)c3ccccc3)CC2)n2ncnc2n1	-5%	.	.	.	23	10	?	-3%	.	.
CN(/N=C/c1ccncc1)c1cnn(-c2ccc(F)c(Cl)c2)c(=O)c1Cl	0%	4%	-1%	-12%	-1	15	0	-22%	14%	13
O=C1NC(=Nc2ccccc2Br)SC1(CO)CO	0%	10%	-1%	6%	-23	2	-1	4%	?	-4
CC1(C)C(=O)N(OCc2ccccc2)C(C)(C)C(=O)N1OCc1ccccc1	3%	-1%	5%	-22%	16	2	17	-2%	?	-14
CSCCC(NC(=O)c1ccccc1Br)C(=O)NCc1ccc(F)cc1 (centres undefined)	-9%	?	0%	-2%	2	4	12	-5%	23%	16
COc1ccc(OC)c(C(C)NS(=O)(=O)c2cccs2)c1 (centres undefined)	-1%	8%	2%	4%	2	-1	-1	5%	0%	-1
COc1cc(/C=C2\SC(=S)N(CC(=O)NC(C)(C)C)C2=O)cc(OC)c1OC	8%	-1%	-4%	1%	-2	6	8	-2%	?	-2
O=C(Nc1ccc2c(c1)OCCO2)c1ccccn1	3%	1%	3%	-10%	-6	1	19	-8%	?	-6
O=C(Cc1cccs1)NCc1cccc(C(F)(F)F)c1	7%	-23%	1%	7%	-2	-1	-2	2%	?	-15
Cn1c(CC(=O)Nc2ccccc2F)nnc1SCC(=O)Nc1nncs1	0%	1%	-2%	2%	2	-27	-2	7%	11%	-9
Cn1c(=O)c2c(ncn2CC(=O)OCC(=O)c2ccc(F)c(F)c2)n(C)c1=O	1%	-1%	2%	5%	-8	5	-1	3%	9%	6
Cn1nccc1C(=O)Nc1ccccc1C(=O)O	-1%	13%	1%	3%	-8	3	-3	-3%	?	10
C=C(C)c1cccc(C(C)(C)NC(=O)N2CCN(C)CC2)c1	-5%	-5%	3%	9%	5	-5	0	-4%	9%	2
O=C(Cn1nc(-c2ccccc2F)ccc1=O)NCc1ccc2c(c1)OCO2	1%	-5%	3%	20%	-10	.	19	-2%	-2%	1

3 compounds already listed, arranged by their value in TCR activator, largest number first.
| SMILES | Eya2 inh | TRPV1 agonist | TCR activator | TSHR antagonist |
| --- | --- | --- | --- | --- |
| Cn1c(CC(=O)Nc2ccccc2F)nnc1SCC(=O)Nc1nncs1 | 2% | -2 | 7% | -9 |
| Cn1c(=O)c2c(ncn2CC(=O)OCC(=O)c2ccc(F)c(F)c2)n(C)c1=O | 5% | -1 | 3% | 6 |
| CN(/N=C/c1ccncc1)c1cnn(-c2ccc(F)c(Cl)c2)c(=O)c1Cl | -12% | 0 | -22% | 13 |

Of the compounds above, six have an aryl thioether with sulfur outside any ring:
SMILES	Mito fusion act	A-T KAP1 phos	USP2a block	Eya2 inh	hERG WT inh	KCNH2 3.1 inh	TRPV1 agonist	TCR activator	ELG1 repair inh	TSHR antagonist
c1ccc(CSc2ncnc3c2cnn3-c2ccccc2)cc1	5%	9%	3%	-1%	3	6	-1	5%[46.1 µM]	?	-14
COc1ccccc1N/C(N)=N/c1nc(CSc2nc3ccccc3s2)cc(=O)[nH]1	-2%	1%	1%	-12%	.	.	0	2%[46.1 µM]	-4%	2
CN(C)C(CNC(=O)c1oc2ccccc2c1CSc1ncn[nH]1)c1ccco1 (centres undefined)	3%	3%	0%	-3%	0	5	17	-9%	14%	-4
CSc1nnc(-c2ccc(Cl)cc2Cl)o1	1%	9%	1%	6%	2	-12	2	-3%	?	1
O=C(N/N=C\c1ccc(Sc2ccccn2)o1)c1cccc(Br)c1	-14%	5%	-2%	3.2µM*	15	-11	-1	12%	-14%	-22
Cn1c(CC(=O)Nc2ccccc2F)nnc1SCC(=O)Nc1nncs1	0%	1%	-2%	2%	2	-27	-2	7%	11%	-9
